N-glyco inh: increase of ERlucT glycosylation luciferase signal, primary screen, N-linked glycosylation inhibitor project, D54 ERlucT cells, luminescence, set 2; 360,000 tested, 0.23% active; AID 588692, 2011; reporter increase, % at 12.5 µM; D54 ERlucT glycosylation luciferase reporter, 24 h; percent of 100 nM tunicamycin response;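 active means mean luciferase reporter signal, scaled so untreated is 0 and the glycosylation-blocking control 100, at or above a set limit in every replicate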;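 further: luciferase carries N-glycosylation sites so blocking glycosylation raises the light; 0% = median of neutral control wells and 100% = median of 100 nM tunicamycin wells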
CaV13 ICDI inh: Disruptors of the CACNA1D IQ motif to Ca2+-dependent inactivation inhibitor domain association, primary screening, Förster resonance energy transfer in intact living …; HEK cells, CFP/YFP FRET ICDI-IQ, plate reader, 10 min; percent FRET-ratio fall versus neutral wells; inhibition, % at 12.3 µM; 340,000 tested, 0.098% active;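 active means mean replicate inhibition of at least 30% and at least 1% of replicates passing that level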;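 further: 0% = median of the neutral control wells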
Vif imaging: HIV Vif self-association inhibitors, primary screen, imaging, HEK293T, single point; HEK293T cells, Vif self-association by quenched fluorescence, 24 h; inhibition, % at 7.49 µM; 340,000 tested, 0.35% active; in the data active means inhibition above about 50%, passing the limit was not always enough; further: some results filed as inactive read as strong as hits
MC4R ag barr: MC4R agonists recruiting beta-arrestin, primary screen, cell-based, luminescence, agonist arm of biased-ligand search; Melanocortin receptor 4 (Homo sapiens), P32245; U2OS MC4R beta-arrestin complementation; percent of melanotan II response, DMSO zero; activation, % at 8.9 µM; 360,000 tested, 0.98% active;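 active means activation above a per-plate cutoff, the mean activation of sample wells on that plate plus 3 SD, cut at about 8% in these data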
PDI inh: inhibitors of human PDI, primary screen, biochemical, turbidity, single point, plate reader; AID 588391, 2011; Protein disulfide-isomerase (Homo sapiens), P07237; inhibition, % at 10 µM; 350,000 tested, 0.052% active; PDI insulin aggregation turbidity, A650, 90 min;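 active means mean inhibition across replicates of 30% or more, whatever share of single replicates reach that level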;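 further: absorbance from insulin aggregation driven by PDI reduction with DTT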
aDG glyco act: activators of alpha-DG glycosylation, primary screen, uHTS, Pro5-aDG cells, AlphaScreen. activation, % at 10 µM. 360,000 tested, 0.22% active. AID 624168, 2012. alpha-DG glycosylation AlphaScreen (IIH6); 0% Pro5, 100% B10-LARGE cell signal;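 active means activation of at least 8% versus controls, or a plate z-score of at least 8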;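 further: Pro5 are CHO cells carrying HIG-tagged alpha-DG that lacks glycosylation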
ABCB6 inh 2: ABCB6 transporter inhibitors, primary screen, K562-ABCB6 cells, flow cytometry, MLPCN library. ATP-binding cassette sub-family B member 6 (Homo sapiens), Q9NP58. fluorescence ratio to DMSO, % at 10 µM. 360,000 tested, 0.19% active. K562-ABCB6 porphyrin accumulation, 1 h; hits give low values. AID 602162, 2011;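 active means fluorescence ratio to DMSO below 75%, the collection mean minus 3 SD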;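 further: signal is porphyrin accumulated inside mitochondria; 100% equals median channel fluorescence of DMSO control wells; lower ratio means ABCB6 inhibition with less porphyrin fluorescence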
Target sequence (Q9NP58 whole entry, looked up): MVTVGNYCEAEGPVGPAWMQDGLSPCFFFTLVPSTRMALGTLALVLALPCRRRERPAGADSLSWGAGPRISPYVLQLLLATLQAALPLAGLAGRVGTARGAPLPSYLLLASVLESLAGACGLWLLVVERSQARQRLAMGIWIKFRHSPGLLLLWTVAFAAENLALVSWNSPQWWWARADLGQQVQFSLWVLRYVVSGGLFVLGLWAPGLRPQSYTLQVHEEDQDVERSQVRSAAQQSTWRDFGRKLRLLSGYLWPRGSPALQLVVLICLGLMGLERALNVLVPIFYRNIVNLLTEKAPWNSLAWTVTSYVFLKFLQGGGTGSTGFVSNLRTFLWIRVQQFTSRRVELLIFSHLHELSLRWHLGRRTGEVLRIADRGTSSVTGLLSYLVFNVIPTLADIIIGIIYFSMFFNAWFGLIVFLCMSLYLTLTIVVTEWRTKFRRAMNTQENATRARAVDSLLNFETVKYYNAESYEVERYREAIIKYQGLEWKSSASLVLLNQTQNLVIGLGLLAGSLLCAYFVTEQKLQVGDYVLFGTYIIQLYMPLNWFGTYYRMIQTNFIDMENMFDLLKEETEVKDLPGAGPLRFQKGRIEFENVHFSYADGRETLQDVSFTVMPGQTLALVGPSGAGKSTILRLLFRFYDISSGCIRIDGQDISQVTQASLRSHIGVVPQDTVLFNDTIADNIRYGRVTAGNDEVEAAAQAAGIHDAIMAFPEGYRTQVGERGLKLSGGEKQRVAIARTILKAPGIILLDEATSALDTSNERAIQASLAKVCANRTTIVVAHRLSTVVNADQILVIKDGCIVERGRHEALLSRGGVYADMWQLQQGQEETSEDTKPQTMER
m5-HT2A agonist: mouse Htr2a agonists via beta-arrestin recruitment, primary screen, cell-based, luminescence. CHO-K1 mHTR2A beta-arrestin complementation; percent of 30 µM serotonin response. activation, % at 7.6 µM. 360,000 tested, 0.66% active;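 active means activation above a run cutoff, the mean activation of all tested compounds plus 3 SD, cut at about 14% in these data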;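 further: 0% = plate median of compound wells and 100% = 30 µM serotonin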
Cardio protect: cardioprotection against H2O2-induced cell death, primary screen, uHTS, H9c2 cells, ATPLite luminescence. H9c2 cardiomyocytes, H2O2 injury protection, 2 h. protection from H2O2 cell death, % at 20 µM. 360,000 tested, 0.63% active;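 active means compounds giving at least 50% protection of heart cells from peroxide-induced death in the single-dose screen, raw or plate-pattern-corrected value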;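 further: 0% = DMSO wells with peroxide and 100% = DMSO wells without peroxide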
MC4R antag cAMP: MC4R antagonists of cAMP signaling, primary screen, cell-based, TR-FRET, antagonist arm of biased-ligand search | Melanocortin receptor 4 (Homo sapiens), P32245 | MC4R-expressing cells, MTII-stimulated cAMP, LANCE TR-FRET | inhibition, % at 6.5 µM | 360,000 tested, 0.48% active;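 active means inhibition above its plate's cutoff, the mean of tested wells on that plate plus 3 SD, cut at about 29% in these data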;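 further: 0% = Melanotan II alone and 100% = Melanotan II plus saturating MCL0020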
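Material: U2OS-MC4R stable cell line | Reagent: Melanotan II challenge after compound preincubation | Doses: One concentration, 6.5 µM nominal | Incubation: 30-min compound preincubation, 1-h Melanotan II challenge, 1-h detection, room temperature | Signal: TR-FRET cAMP assay | Replicates: One well per compound, no replicates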
* marks the source's active call; other numbers are inactive results; nt = no result given.

mol	N-glyco inh	CaV13 ICDI inh	Vif imaging	MC4R ag barr	PDI inh	aDG glyco act	ABCB6 inh 2	m5-HT2A agonist	Cardio protect	MC4R antag cAMP
O=S(=O)(NCc1ccccc1)c1ccccc1Br	0	-12	-1	1.4	-6	0.1	96	-2	1	6
CCn1cc(/C=C/C(=O)Nc2ccn(Cc3c(F)c(F)c(F)c(F)c3F)n2)cn1	0	-3	0	-2.6	4	-0.1	96	2	1	17
Cc1csc(NC(=O)c2ccc(S(=O)(=O)N3CCCC3)cc2)n1	-2	-6	-7	1.1	5	0.0	100	-2	-2	8
COC(=O)c1nc2ccccn2c1F	3	-3	18	-1.5	4	1.0	102	-3	-7	-4
O=C(Cc1c(Cl)cccc1Cl)NC1CC1	0	-21	-4	-1.9	1	-0.2	103	0	-1	6
C/C(=C\c1ccc2c(c1)OCO2)C1Nc2cccc3cccc(c23)N1	4	-9	-10	-2.9	-3	-0.2	106	-4	-2	-3
Cc1ccc(S(=O)(=O)N(C)C)cc1NC(=O)COC(=O)C1(c2ccccc2)CC1	-4	-4	nt	0.9	-3	0.2	97	1	-5	1
Cc1cccc(NS(=O)(=O)c2cccc(C(=O)NNC(=O)c3ccccc3O)c2)c1	-4	-15	-3	-1.3	5	0.1	91	-2	32	1
O=C(NCc1ccc(Cl)cc1)C1CCN(C(=O)c2ccco2)CC1	0	-3	9	0.5	-8	-0.1	100	-7	4	7
CCCn1c(SCC(=O)Nc2ccc(Cl)cn2)nnc1C1CC1	2	-5	-11	-3.8	-12	0.1	94	-3	0	5
COc1ccccc1C(=O)Nc1ccnn1C1CCN(CCCc2ccccc2)CC1	-3	-15	5	-3.2	0	0.1	100	-8	3	0
O=C(/C(N=Nc1cccc([N+](=O)[O-])c1)=C(/O)c1ccc(Br)cc1)C(F)(F)F	-12	nt	-13	1.0	-3	-0.2	97	-1	-14	4
N#CCCn1cc(C(=O)CN2C(=O)NC3(CCCCCC3)C2=O)c2ccccc21	1	-5	6	5.4	-1	0.3	98	5	-6	-1
Cc1cc(=O)oc2ccc(OC(=O)CC(C)C)cc12	0	-3	-2	-2.4	-6	0.6	102	-2	5	-3
CC(=O)c1c(C)[nH]c(C(=O)OCC(=O)Nc2cc(C)on2)c1C	-1	nt	-13	1.5	2	0.3	96	-4	-3	-2
CCOC(=O)NC(=O)CSc1nc2ccc(C)cc2[nH]1	0	-2	-8	0.2	-4	-0.2	104	9	3	-5
Cc1ccccc1C(=O)Nc1ccccc1N1CCN(C(=O)c2ccccc2)CC1	-1	-10	-5	-3.7	6	-0.2	94	2	4	-5
Cc1cc(OCC(=O)NCC2CCC(C(=O)O)CC2)c2c(C)c(C)c(=O)oc2c1 (stereo unspecified)	1	nt	4	-2.0	nt	0.1	101	5	1	7
CC(=O)OCC(=O)c1ccc2ccn(C(C)=O)c2c1	0	-9	nt	-0.1	11	-0.2	89	3	-2	-6
CC(C)(C)c1cc[n+](-c2[nH]c(=O)sc2/C=N/NC([S-])=Nc2ccccc2)cc1	5	-117	3	-0.6	0	0.0	102	0	0	0
CCc1nc(SCC(=O)NNC(=O)c2ccc(C)cc2)c2ccccc2n1	-1	-4	26	-2.0	0	-0.1	92	-6	-4	12
COc1cc(/C=N/NC(=O)C2CCN(CC(O)COCc3ccccc3)CC2)cc(OC)c1OC (stereo unspecified)	3	-3	-3	0.7	-2	-0.4	97	-8	12	10
CCc1ccccc1C1=CC(=O)C[C@H](c2ccc(OC)cc2)C1	-1	-11	-2	2.5	11	0.4	100	-9	-7	-8
COc1cccc(NC(=O)C(c2ccccc2)N2CCNC(=O)C2)c1 (stereo unspecified)	0	nt	-2	0.6	-4	-0.1	99	-3	3	-7
Cc1nn(Cc2noc(C(=O)NCC3CCCO3)n2)c(C)c1Br (stereo unspecified)	0	-2	-3	-3.3	2	-0.1	101	0	-4	8
CCN(CC)C(=O)c1c(-c2ccccc2)oc2ccc(O)cc12	-2	-4	3	-0.1	1	-0.1	98	-3	-6	4
COC(=O)c1cc(C)ccc1OCc1ccc([N+](=O)[O-])cc1	-1	-6	82*	1.2	-2	-0.1	99	3	4	2
O=S(=O)(c1ccc2ccccc2c1)N1CCN(c2ccc(O)cc2)CC1	-4	-2	-2	-1.2	11	-0.2	102	0	-1	-5
COCCN(C(=O)c1ccc2ccccc2c1)c1c(N)n(Cc2ccccc2)c(=O)[nH]c1=O	1	-3	-2	-0.1	-3	0.1	106	1	7	13
Cc1cc(F)ccc1S(=O)(=O)N1CCCOC1CNC(=O)C(=O)NCCc1ccccc1 (stereo unspecified)	-1	-10	-11	2.7	-1	0.0	99	2	-5	6
CC(C)NC(=O)c1ccccc1NC(=O)/C=C/c1ccc([N+](=O)[O-])cc1	0	-4	-1	-3.8	4	-0.3	97	1	-6	13
Cc1nn2c(N3CCN(CCO)CC3)c3c(nc2c1-c1ccccc1)CCCC3	3	-2	2	-0.4	-3	-0.1	92	-8	12	-1
CCCCn1nnnc1SCC(=O)NCc1ccccc1	-1	-4	-3	-2.2	0	0.2	96	0	3	-2
COc1ccccc1C(=O)NCCN1CCCC1	1	-7	nt	-2.0	-6	-0.5	97	-5	-3	3
CC/C(=N\NC(=O)c1c(-c2ccccc2)noc1C)c1ccc(C)o1	2	-11	-1	-2.8	8	-0.5	88	-3	4	2
CCOc1ccc(N2C(=O)CC(N3CCC(O)(c4ccc(Br)cc4)CC3)C2=O)cc1 (stereo unspecified)	1	-6	0	-1.3	7	0.0	94	3	-22	8
O=C(CCCn1c(=O)[nH]c2cc(Cl)ccc2c1=O)NCCN1CCN(c2ccccc2)CC1	-1	nt	-1	-1.1	-8	0.1	85	-5	0	6
Cc1ccc(S(=O)(=O)N2CCOCC2)cc1NC(=O)CN(C)C1CCS(=O)(=O)C1 (stereo unspecified)	0	4	-4	-1.0	3	0.2	102	13	5	4
COc1ccc(CCN2CCCC(CN(C)Cc3cc(OC)c(OC)c(OC)c3)C2)cc1 (stereo unspecified)	2	-3	-2	-0.8	4	-0.1	109	-8	2	1
COC(=O)N/N=C/c1cccc(OCCSc2ccc(Cl)cc2)c1	-1	-16	-4	0.9	-20	1.4	104	4	-16	8
COc1ccc(C(=O)C2CCCN(Cc3ccc(Sc4nncn4C)o3)C2)cc1F (stereo unspecified)	-1	3	7	-0.5	-3	-0.2	94	-6	-2	5
Cc1nn(C)cc1CNC(=O)C1CCC(=O)N(Cc2cccc(C(F)(F)F)c2)C1 (stereo unspecified)	nt	-9	nt	-2.5	-5	0.0	95	5	1	-1
CCOc1ccc2nc(SCC(=O)NC(=O)NCc3ccco3)[nH]c2c1	-1	-2	4	-0.7	1	0.3	97	-5	0	6
COc1ccc(S(=O)(=O)N2CCCCCC2)cc1C(=O)N(C)Cc1ccc(OC)c(OC)c1OC	-1	-4	-9	-1.2	-1	-0.3	94	-2	4	5
CC1(C(=O)NCc2cccc(C(F)(F)F)c2)CCN1C1Cc2ccccc2C1 (stereo unspecified)	-4	-4	-5	0.6	-7	0.0	92	-2	-13	-5
COCCNC(=O)c1onc(CSc2nc3ccccc3[nH]2)c1C(=O)NCCOC	-1	-9	3	-1.5	10	0.3	100	-4	-2	2
Cc1ccc2nc(Cn3cc(C(F)(F)F)cc(Cl)c3=O)cc(=O)n2c1	3	-2	2	-0.3	1	-0.4	99	1	-6	2
O=C(O)CCC(=O)N1CCN(c2ccccn2)CC1	2	nt	13	-1.5	3	0.5	109	3	-2	3
O=C(c1ccc(OC2CCN(CCc3ccccc3)CC2)cc1)N1CCCC1	-2	-6	-2	1.3	1	0.0	89	-24	7	13
Nn1c(SCC(=O)N2CCOCC2)nnc1-c1cccnc1	2	-2	15	1.1	-12	0.1	96	7	11	8
CC1CCN(c2nc3c(c(=O)[nH]c(=O)n3C)n2Cc2ccccc2Cl)CC1	-1	-7	-1	7.2	-6	0.3	100	-1	8	19
COc1cc(NC(=O)COC(=O)CSc2ccccc2F)c(C)cc1[N+](=O)[O-]	0	-4	nt	0.3	8	0.1	105	2	-3	-2
O=C(OC(C(=O)Nc1cccc(C(F)(F)F)c1)c1ccccc1)C1CCCCC1 (stereo unspecified)	-3	-5	9	3.1	-3	1.4	105	-1	-8	11
Cn1cc(CC(=O)NCCN2CCOCC2)c2ccccc21	2	1	5	1.5	4	-0.2	101	1	3	6
CCCN1CCN(CCCNC(=O)c2cc3c(=O)[nH]c4ccccc4c3s2)CC1	4	5	5	-4.7	8	0.1	102	-10	0	6
Cc1cccc(NC(=O)C(=O)NCC2CCCN2S(=O)(=O)c2cccs2)c1C (stereo unspecified)	0	-6	-15	-2.6	3	0.0	94	-12	-3	11
COc1ccc(/C=N/NC(=O)CCSc2nc3ccccc3s2)cc1OC	0	-14	38	1.0	18	-0.1	96	-3	7	-1
COC(=O)c1ccc2nc(-c3ccc(C)cc3)c(Cc3cccc(Cl)c3)n2c1	nt	-5	nt	nt	nt	0.6	116	-1	nt	nt
COc1ccc(C(c2nnnn2C2CCCCC2)N2CCN(c3ccc(OC)cc3)CC2)cc1 (stereo unspecified)	-5	-6	-4	-0.2	-2	-0.1	89	-7	5	-8
CCC(C)NC(=O)C(=O)NCC1CCCN1CC (stereo unspecified)	0	-4	3	-0.2	5	-0.1	101	2	0	-5
CCC(C)NC(=O)NC1C(NC(=O)NC(C)CC)N(C)C(=O)N1C (stereo unspecified)	0	-8	nt	-1.0	-9	0.0	91	1	5	6
Cc1ccc(NC(=O)CNC(=O)C2CCCCC2)nc1	1	-6	0	-1.7	4	-0.1	105	-1	0	-1
O=C1C=C(O)C(n2cncn2)C(c2ccc(F)cc2)C1 (stereo unspecified)	4	-2	7	-2.6	2	0.3	103	2	3	14

Source: PubChem BioAssay
